CHRM1 PAM: positive allosteric modulators of human M1 muscarinic receptor. activation, % at 3 µM. CHO-K1 hM1, Fluo-8 calcium fluorescence, ACh EC20; 0% = ACh EC20, 100% = maximal ACh. 360,000 tested, 0.088% active. P11229; in the data active = activation above about 19%, passing the limit was not always enough
CRFBP-R2 agonist: agonists of human CRF-binding protein/CRF-R2 receptor complex. HEK293 CRF-R2/CRF-BP, calcium dye fluorescence (FLIPR); percent of saturating CRF peptide response. activation, % at 13.2 µM. 350,000 tested, 0.46% active;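 active = activation of at least 50%, plus an integration ratio under a set limit after plate pattern correction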;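 note: plate controls were neutral control wells without compound for no effect and CRF at EC100 for full effect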
M5 antag: CHRM5 antagonism in calcium assay | P08912 | CHO-hM5 cells, Fluo-8 calcium fluorescence, ACh EC80 | inhibition, % at 3 µM | 360,000 tested, 0.59% active | AID 624040;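 active = inhibition above a per-plate cutoff, the mean of that plate's test compounds plus 3 SD, cut at about 27% in these data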;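 note: 0% = acetylcholine EC80 with DMSO and 100% = DMSO without agonist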
Target sequence (P08912 whole entry, looked up): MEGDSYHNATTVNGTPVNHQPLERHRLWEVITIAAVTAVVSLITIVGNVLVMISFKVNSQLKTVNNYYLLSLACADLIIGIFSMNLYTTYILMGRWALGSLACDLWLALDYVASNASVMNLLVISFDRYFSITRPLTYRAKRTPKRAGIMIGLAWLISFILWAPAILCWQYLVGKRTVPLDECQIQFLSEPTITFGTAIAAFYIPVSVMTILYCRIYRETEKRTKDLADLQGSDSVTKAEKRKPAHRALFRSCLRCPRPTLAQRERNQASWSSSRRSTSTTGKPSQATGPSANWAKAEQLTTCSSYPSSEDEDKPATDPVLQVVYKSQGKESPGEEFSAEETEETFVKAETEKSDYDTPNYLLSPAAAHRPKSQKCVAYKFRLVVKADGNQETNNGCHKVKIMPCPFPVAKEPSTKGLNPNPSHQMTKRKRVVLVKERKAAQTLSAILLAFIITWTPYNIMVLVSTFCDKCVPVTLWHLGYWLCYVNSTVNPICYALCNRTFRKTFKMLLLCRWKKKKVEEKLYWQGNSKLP
CRFBP-R2 block: blocks CRF-induced signaling of the CRF-BP/CRF-R2 complex | HEK293 CRF-R2/CRF-BP, CRF-induced calcium fluorescence | inhibition, % at 11.8 µM | 350,000 tested, 0.59% active;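 active = inhibition of the ligand-induced calcium signal above about 50% at the single tested concentration, limit read from the data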
CHRM5 agonist: agonists of human muscarinic M5 receptor (CHRM5). P08912. CHO-K1 hM5 cells, Fluo-8 calcium fluorescence; 0% DMSO wells, 100% maximal acetylcholine response. activation, % at 3 µM. 360,000 tested, 0.19% active. AID 624037;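 active = activation above the run's mean over test compounds plus 3 SD, cut at about 23% in these data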;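 note: signal is peak over basal fluorescence ratio across the kinetic read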
M4 PAM: positive allosteric modulators of human muscarinic M4 receptor; P08173; CHO-K1 hM4/Gqi5, Fluo-8 calcium fluorescence, ACh EC20; 0% = ACh EC20, 100% = maximal ACh; activation, % at 3 µM; 360,000 tested, 0.4% active;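 active = activation above its plate's cutoff, the mean activation of sample wells plus 3 SD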; note: some results filed as inactive read as strong as hits
Target sequence (P08173 whole entry, looked up): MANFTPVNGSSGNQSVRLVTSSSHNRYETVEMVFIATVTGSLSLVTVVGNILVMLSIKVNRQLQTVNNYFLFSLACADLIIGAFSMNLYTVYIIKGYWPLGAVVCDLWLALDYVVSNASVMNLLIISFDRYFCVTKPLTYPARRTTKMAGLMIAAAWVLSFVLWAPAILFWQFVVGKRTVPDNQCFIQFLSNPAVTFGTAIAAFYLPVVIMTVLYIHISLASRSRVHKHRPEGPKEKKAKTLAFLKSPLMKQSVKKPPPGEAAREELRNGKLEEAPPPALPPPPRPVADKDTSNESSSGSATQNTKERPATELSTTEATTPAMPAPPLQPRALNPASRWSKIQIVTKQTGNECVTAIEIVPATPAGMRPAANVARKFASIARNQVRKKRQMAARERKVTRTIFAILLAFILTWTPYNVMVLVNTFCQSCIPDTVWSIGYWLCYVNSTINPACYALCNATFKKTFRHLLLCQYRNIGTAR
M4 antag: antagonists of human muscarinic M4 receptor (CHRM4); inhibition, % at 3 µM; 360,000 tested, 0.73% active; CHO-hM4 cells, ACh EC80, Fluo-8 calcium fluorescence;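 active = inhibition above its plate's cutoff, the mean inhibition of sample wells plus 3 SD, cut at about 27% in these data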;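 note: 0% = acetylcholine EC80 with DMSO and 100% = DMSO without agonist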
M5 PAM: positive allosteric modulators of human muscarinic M5 receptor; activation, % at 3 µM; CHO-K1 hM5, Fluo-8 calcium, ACh EC20 PAM; 0% = ACh EC20, 100% = ACh EC100; AID 624038; P08912; 360,000 tested, 0.3% active;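 active = activation above the run cutoff, the mean activation of all test compounds plus 3 SD, cut at about 18% in these data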
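Test system: CHO-K1 hM5 cells / Doses: single-point, 3 µM nominal / Times: Post-acetylcholine fluorescence recording 140 s / Technique: Fluo-8 calcium fluorescence / Measure: Max/basal fluorescence ratio as % of EC20–EC100 ACh window / Benchmarks: low control EC20 acetylcholine (0%), high control EC100 acetylcholine (100%) / Replicates: one well per compound, no replicates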
M4 ag: agonists of human muscarinic M4 receptor (CHRM4); CHO-K1 hM4/Gqi5, Fluo-8 calcium fluorescence; vehicle 0%, full acetylcholine response 100%; activation, % at 3 µM; 360,000 tested, 0.14% active; AID 624127;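 active = activation above the run mean over all test wells plus 3 SD, cut at about 32% in these data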;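 note: peak over basal fluorescence ratio per well then scaled between controls; 0% = DMSO wells and 100% = acetylcholine at EC100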
Numbers without * were called inactive; nt = not tested or not shown.

M4 ag,CRFBP-R2 agonist,M5 antag,M4 PAM,CHRM5 agonist,CRFBP-R2 block,M4 antag,M5 PAM,CHRM1 PAM,molecule
0,0.8,2,-4,2,4,4,4,4,C=C(C)Cn1c(N2CCCC2)nc2c1c(=O)[nH]c(=O)n2C
1,-1.1,6,11,0,-7,-11,1,4,CC(C)CN1C(=O)NC(NC(=O)c2cccnc2)(C(F)(F)F)C1=O (stereo not given)
-1,nt,2,3,0,nt,-1,1,11,COc1ccc(F)cc1-c1cc(NC=O)c2ncc(-c3cccc(C(F)(F)F)c3)n2c1
0,-2.9,16,3,-1,15,14,0,0,Cc1nn(-c2ccccc2)nc1CNC(=O)C(C)Cc1ccccc1 (stereo not given)
0,0.5,6,4,0,-16,8,2,14,Cc1nnc(C)n1/N=C/c1ccc(C(=O)O)cc1
1,nt,7,-4,-1,nt,4,-1,25,Cc1ccccc1S(=O)(=O)NC(=O)C1(C)CCN1C(=O)Cc1ccc(C(C)(C)C)cc1 (stereo not given)
5,0.2,-4,13,5,1,1,0,6,O=C(CN1CCN(C(=O)C2CCN(C(=O)/C=C/c3ccccc3)CC2)CC1)Nc1ccc(F)cc1
1,0.2,0,-1,5,4,-4,-1,1,O=C(CN1C(=O)c2ccccc2S1(=O)=O)Nc1ncccn1
1,0.3,4,5,2,5,-9,-5,7,Cc1ccc(NC(=O)/C=C/c2ccco2)nc1
1,-0.1,-7,-3,-1,1,3,3,8,CC(=O)c1cccc(NC(=S)N2CCN(S(C)(=O)=O)CC2)c1
-1,-2.7,17,-4,-1,13,-3,-4,0,c1ccc(Cc2nc3ccccc3s2)cc1
-1,0.9,1,-3,-3,40,6,-1,7,Cc1sc2nc(SCC(=O)Nc3c(C)n(C)n(-c4ccccc4)c3=O)n(C)c(=O)c2c1C
0,1.6,-11,1,0,-11,-5,-2,4,CCOC(=O)C1CCCN(C(=O)c2ccccc2[N+](=O)[O-])C1 (stereo not given)
1,-1.4,6,5,-8,-2,-10,-9,-7,O=C(NC1CCCCC1)N(C1=NCCCCC1)c1ccc(Br)cc1
2,3.2,0,-3,-4,4,-4,-7,-22,O=C(NC1CCc2ccccc21)c1cc(COc2ccc(F)cc2F)on1 (stereo not given)
-1,-3.2,7,2,-4,17,-2,-3,6,COc1ccc(N2C(=O)CSC2c2ccccc2F)c(OC)c1 (stereo not given)
2,-4.0,3,8,2,-33,-13,0,2,Cc1c(C(=O)N2CCOCC2)sc2ncnc(N3CCc4ccccc4C3)c12
0,0.5,-1,5,0,-17,-13,-1,0,CN1CCN(C2=C(Cl)C(=O)C(c3cnc(N4CCCCC4)s3)=C(Cl)C2=O)CC1
0,1.4,10,4,0,-2,12,0,2,Cc1cc(C)c2nc(SCC(=O)NCC3CCCO3)c(C#N)cc2c1 (stereo not given)
0,-0.8,2,0,0,-3,2,-4,5,COc1ccc(N2CCN(S(=O)(=O)/C=C/c3ccccc3)CC2)cc1
0,1.4,3,6,-1,-8,9,-1,2,COc1ccccc1Cn1nnc2c(=O)[nH]c(C3CCN(C(=O)c4ccccc4Cl)CC3)nc21
0,-2.5,9,-1,0,4,1,-11,15,O=C1NCC(Nc2ccccc2Cl)C(=O)N1 (stereo not given)
1,0.0,-1,3,-3,-5,-3,1,10,Nc1c(C(=O)c2ccc(Br)cc2)oc2ccccc12
-1,-1.9,2,10,3,4,1,10,12,COc1cccc(C2CCCN2Cc2nc(CCC(C)C)no2)c1 (stereo not given)
6,0.6,-3,6,5,7,-5,3,7,COc1ccc2oc(C(=O)OCC(=O)NCc3ccc(OC)c(OC)c3)c(C)c2c1

Other records:
M4 ag,CRFBP-R2 agonist,M5 antag,M4 PAM,CHRM5 agonist,CRFBP-R2 block,M4 antag,M5 PAM,CHRM1 PAM,molecule
5,-1.8,-1,1,3,-3,4,-1,5,COc1ccccc1N1CCN(C(=O)c2cc3c(s2)CCC3)CC1
3,8.7,0,5,2,-16,-2,-3,4,COc1cc2c(cc1NC(=O)c1cccc([N+](=O)[O-])c1C)oc1ccccc12
2,-2.3,1,0,-1,21,-20,-5,22,COc1cccc(C(=O)C(CCC#N)c2ccccc2)c1 (stereo not given)
4,0.3,7,-5,-1,-2,-1,-5,10,O=C(CCCN1C(=O)/C(=C\c2cccs2)SC1=S)Nc1ccc(O)cc1
1,0.3,-6,19,-1,14,-10,0,3,Cc1ccccc1C(=O)Nc1nc2n(n1)C(c1ccccc1)CC(=O)N2 (stereo not given)
3,nt,4,-6,-2,nt,2,-6,-3,CCc1nc2c(OCc3cc(Cl)cc(Cl)c3)cccn2c1N(C)C(=O)c1ccc(OC)cc1
3,29,4,5,-3,-53,-19,-1,7,Cc1ccc(C)c(NC(=S)N2CCC(NC(=O)c3ccc(F)cc3)CC2)c1
3,5.3,-11,2,-5,-27,-3,4,6,CC12CCC(C(=O)n3c1nc1ccccc13)C2(C)C (stereo not given)
1,0.4,5,0,3,17,4,-3,-4,CS(=O)(=O)N1CCCC(C(=O)Nc2ccc(F)c(F)c2)C1 (stereo not given)
0,0.3,7,-7,-3,-3,1,-6,2,CCOC(=O)c1[nH]c(C)c(C(=O)NCCCN2CCOCC2)c1C
1,-0.1,4,-1,2,8,4,1,-3,CSc1nc(C)cc(Oc2ccc(OCC(N)=O)nn2)n1
5,-1.4,-5,16,-2,-7,-4,2,9,COc1ccc(OCCC(=O)OCC(=O)NC2CCCCCCC2)cc1
3,2.3,-5,4,-2,-22,-3,5,11,Cc1[nH]c2ccccc2c1/C=N/NC(=O)C1CC1(c1ccccc1)c1ccccc1 (stereo not given)
0,-1.6,3,0,-1,14,-4,0,3,O=C(CSc1nncs1)NC1CCCc2ccccc21 (stereo not given)
0,1.5,-1,-2,-5,-3,2,2,3,O=C(CC1Oc2ccccc2NC1=O)NCc1ccccc1 (stereo not given)
-1,-1.0,-1,5,4,-1,5,-2,8,CCN(C(=O)COC(=O)C1CC1)c1c(N)n(Cc2ccccc2)c(=O)[nH]c1=O
0,1.2,0,6,-3,3,-6,6,8,Cc1ccc(C)c(Oc2coc3cc(OC(=O)c4cccs4)ccc3c2=O)c1
0,1.5,-8,-1,-1,4,-15,-5,19,O=C(Nc1ccccc1C(F)(F)F)C1CCCC1
0,0.5,3,-7,-1,-9,6,-2,-2,Nc1nccc(-c2ccc(-n3cccc3)cc2)n1
2,-0.6,9,17*,-3,10,-7,-8,5,CC1(C)CC(CC(=O)O)(c2ccc(Cl)cc2)CCO1 (stereo not given)
2,1.9,2,9,1,-8,5,4,17,CC(=O)c1ccc(NC(=O)COC(=O)Cc2ccsc2)cc1
1,13,-1,3,1,-18,-6,2,5,CC(=O)NCCNS(=O)(=O)c1ccc(C)c([N+](=O)[O-])c1
0,-1.1,2,3,-5,-9,-18,-2,0,O=[N+]([O-])c1cccc2c1ccc1ncccc12
0,-0.5,-5,0,-1,5,-15,5,0,Cc1nn(CC(=O)Nc2ccc3c(c2)OCO3)c(C)c1Cl
1,-0.4,-4,0,-1,9,6,10,5,CCC(=O)c1ccc(OCC(O)CN2CCOCC2)cc1 (stereo not given)

Compounds from the list above that contain a cyano group:
M4 ag,CRFBP-R2 agonist,M5 antag,M4 PAM,CHRM5 agonist,CRFBP-R2 block,M4 antag,M5 PAM,CHRM1 PAM,molecule
0,1.4,10,4,0,-2,12,0,2,Cc1cc(C)c2nc(SCC(=O)NCC3CCCO3)c(C#N)cc2c1 (stereo not given)
2,-2.3,1,0,-1,21,-20,-5,22,COc1cccc(C(=O)C(CCC#N)c2ccccc2)c1 (stereo not given)

Following part
M4 ag,CRFBP-R2 agonist,M5 antag,M4 PAM,CHRM5 agonist,CRFBP-R2 block,M4 antag,M5 PAM,CHRM1 PAM,molecule
5,-0.5,10,-3,1,-5,-4,-5,3,O=C(COC(=O)c1cc(=O)[nH]c2ccccc12)c1ccccc1
0,-3.0,8,-2,-2,-3,-3,6,5,CCS(=O)(=O)CCSC1OC(COC(C)=O)C(OC(C)=O)C(OC(C)=O)C1OC(C)=O (stereo not given)
-1,-0.1,-4,-4,0,-6,4,-1,-2,O/N=C/c1cc(Cl)ccc1OCc1ccccc1Cl
1,-1.5,10,-6,0,-17,2,-8,-8,CCn1ncc(/C=N/NC(=O)c2cc(Cl)ccc2OC)c1C
1,0.1,17,-6,-3,14,7,-2,3,O=[N+]([O-])c1ccc(NC(=S)N2CCCC2)cc1
0,0.6,-6,1,1,-19,-3,0,5,CCCCNC(=O)c1cc2c(C)cc(C)cc2[nH]1
3,1.4,1,5,-5,-9,-23,-4,5,CCCc1nn2c(=O)cc(CSCC(=O)Nc3ccc(C)cc3)nc2s1
1,-0.4,2,5,-1,6,0,7,8,COc1ccc(N2CCN(CC(=O)c3ccc(Cl)cc3)CC2)cc1
1,-3.2,4,10,-2,27,6,4,4,COc1cc(C2CC(=O)Nc3c2c(=O)nc2c(C)cccn32)cc(OC)c1OC (stereo not given)
0,-2.3,-2,4,-4,13,0,-1,2,O=C(COn1nnc2ccc(C(F)(F)F)cc21)Nc1nnc(-c2ccccc2)o1
0,nt,5,-5,-4,nt,0,5,-8,Cc1cc2oc(=O)cc(CN3CCCCCCC3)c2cc1Cl
2,-1.8,-3,13,5,0,-18,4,8,CCOC(=O)C(=CN(CCc1ccccc1)CC(=O)OC)C(=O)OCC
2,nt,-6,2,1,nt,-6,2,1,CC1(C)Cc2c(C#N)c(N3CCCC3)nc(-c3ccco3)c2CO1
1,-0.8,4,3,2,4,-7,-4,9,CC(=O)Nc1ccc(S(=O)(=O)NCCC(=O)OC(C)C(=O)NC2(C#N)CCCCC2)cc1 (stereo not given)
0,-1.4,13,4,-5,11,1,-1,12,O=[N+]([O-])c1ccc(CCn2ccnc2)cc1
1,1.2,-1,-6,-5,-11,-9,6,-3,COc1ccc(CCNCC(O)c2ccccc2)cc1 (stereo not given)
-2,-1.9,-9,4,-6,37,-15,6,5,CCOC(=O)c1c(NC(=O)CSc2nnc3c(Cl)cc(Cl)cn23)sc2c1CCC2
3,1.2,0,10,1,-16,-6,6,7,Cc1nc(CN(C)Cc2nc(Cc3cccc(F)c3)no2)cs1
2,-0.6,-1,-1,0,27,1,1,8,CC(C)(C)OC(=O)N1CCC(CNC(=O)c2ccc(F)cc2F)CC1
1,0.7,7,3,1,9,-1,-6,12,CCCCn1c(C)nc2c(=O)n(C)c(=O)[nH]c21
1,4.6,-1,1,6,0,-9,2,11,Cc1ccc(NC2(C#N)CCCC2)cc1
0,-1.6,-1,12,0,-28,3,6,4,O=C(/C=C/Nc1ccccc1F)c1ccc(Br)cc1
3,-1.8,-8,7,0,6,-21,-3,7,N#Cc1ccccc1OCC(=O)Nc1ccc2c(c1)OCO2
7,0.5,0,-8,-1,7,-4,-6,-2,Cc1ccccc1-c1cccc([C@@H]2C[C@H]3[C@H](CON3C)CN2S(=O)(=O)c2ccccc2C)c1
1,-0.4,-1,4,-1,-14,-1,2,-2,CCOC(=O)N1CCN(C(=S)NC(=O)c2ccnn2C)CC1

Arranged by the number under M4 antag (rising): some entries from above
M4 ag,CRFBP-R2 agonist,M5 antag,M4 PAM,CHRM5 agonist,CRFBP-R2 block,M4 antag,M5 PAM,CHRM1 PAM,molecule
3,-1.8,-8,7,0,6,-21,-3,7,N#Cc1ccccc1OCC(=O)Nc1ccc2c(c1)OCO2
-2,-1.9,-9,4,-6,37,-15,6,5,CCOC(=O)c1c(NC(=O)CSc2nnc3c(Cl)cc(Cl)cn23)sc2c1CCC2
0,0.6,-6,1,1,-19,-3,0,5,CCCCNC(=O)c1cc2c(C)cc(C)cc2[nH]1
0,-2.3,-2,4,-4,13,0,-1,2,O=C(COn1nnc2ccc(C(F)(F)F)cc21)Nc1nnc(-c2ccccc2)o1

High-throughput results (PubChem BioAssay)
